NOD2-RIPK2 inh = inhibitors of human NOD2-RIPK2 interaction; CHO BLA complementation NOD2-RIPK2, CCF4 ratio; inhibition, % at 4.98 µM; 360,000 tested, 0.38% active; in the data active = inhibition above about 21%;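 note: 0% = vehicle only and 100% = reference blocker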
Target sequence (O43353 whole entry, looked up): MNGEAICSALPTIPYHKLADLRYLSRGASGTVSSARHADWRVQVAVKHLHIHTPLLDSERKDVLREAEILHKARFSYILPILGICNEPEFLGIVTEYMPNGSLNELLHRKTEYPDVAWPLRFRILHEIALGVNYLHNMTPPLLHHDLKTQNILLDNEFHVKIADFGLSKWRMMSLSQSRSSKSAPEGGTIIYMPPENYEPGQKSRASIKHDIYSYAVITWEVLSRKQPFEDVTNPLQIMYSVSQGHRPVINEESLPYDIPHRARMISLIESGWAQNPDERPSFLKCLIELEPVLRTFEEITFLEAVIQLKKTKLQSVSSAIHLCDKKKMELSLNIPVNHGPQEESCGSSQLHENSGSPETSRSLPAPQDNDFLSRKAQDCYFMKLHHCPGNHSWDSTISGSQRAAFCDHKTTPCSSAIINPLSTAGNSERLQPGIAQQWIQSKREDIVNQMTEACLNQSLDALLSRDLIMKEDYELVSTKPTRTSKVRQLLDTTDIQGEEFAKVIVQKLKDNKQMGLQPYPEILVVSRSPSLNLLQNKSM
aDG glyco act = increases alpha dystroglycan glycosylation; Pro5-aDG cells, alpha-DG glycosylation AlphaScreen (IIH6); 0% Pro5, 100% B10-LARGE cell signal; activation, % at 10 µM; 360,000 tested, 0.22% active;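 active = activation of at least 8% versus controls, or a plate z-score of at least 8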;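 note: Pro5 are CHO cells carrying HIG-tagged alpha-DG that lacks glycosylation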
ABHD5-PLIN5 inh = ABHD5-PLIN5 protein interaction inhibition; Split G. princeps luciferase complementation, luminescence, 4 h; inhibition, % at 4 µM; 360,000 tested, 0.78% active; AID 602281;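 active = inhibition above the mean inhibition across every tested compound plus 3 SD, cut at about 22% in these data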;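 note: 0% = DMSO only wells and the 100% control is not disclosed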
MC4R ag barr = activates human MC4R beta-arrestin recruitment | P32245 | U2OS MC4R beta-arrestin complementation, luminescence; percent of melanotan II response, DMSO zero | activation, % at 8.9 µM | 360,000 tested, 0.98% active;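 active = activation above a per-plate cutoff, the mean activation of sample wells on that plate plus 3 SD, cut at about 8% in these data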
Target sequence (P32245 whole entry, looked up): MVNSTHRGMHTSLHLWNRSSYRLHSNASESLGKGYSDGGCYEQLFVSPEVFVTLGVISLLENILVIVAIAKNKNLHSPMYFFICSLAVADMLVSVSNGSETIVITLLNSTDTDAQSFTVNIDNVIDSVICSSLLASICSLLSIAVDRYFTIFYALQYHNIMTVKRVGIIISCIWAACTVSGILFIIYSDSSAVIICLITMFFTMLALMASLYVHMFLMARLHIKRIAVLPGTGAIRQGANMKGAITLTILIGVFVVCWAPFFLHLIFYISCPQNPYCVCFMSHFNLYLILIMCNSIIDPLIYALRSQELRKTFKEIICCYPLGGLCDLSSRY
Exocytosis inh = blocks lytic granule exocytosis. TALL-104 LAMP-1 surface exposure, flow cytometry; cells stimulated with thapsigargin and PMA. inhibition, % at 10 µM. 360,000 tested, 0.66% active;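 active = inhibition above about 55%, limit read from the data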
ABCB6 inh 2 = human ABCB6 transporter inhibition; AID 602162; 360,000 tested, 0.19% active; fluorescence ratio to DMSO, % at 10 µM; K562-ABCB6 porphyrin accumulation, flow cytometry, 1 h; hits give low values; Q9NP58;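 active = fluorescence ratio to DMSO below 75%, the collection mean minus 3 SD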;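 note: signal is porphyrin accumulated inside mitochondria; 100% equals median channel fluorescence of DMSO control wells; lower ratio means ABCB6 inhibition with less porphyrin fluorescence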
TLR9-MyD88 block = inhibitors of human TLR9-MyD88 binding; inhibition, % at 4.98 µM; Q9NR96+Q99836; CHO BLA complementation TLR9-MyD88, CCF4 FRET ratio; 340,000 tested, 0.21% active; AID 504734;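 active = inhibition above the mean over all tested compounds plus 3 SD, cut at about 21% in these data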;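 note: 0% = DMSO only wells and 100% = clavulanate BLA inhibitor control wells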
MC4R antag cAMP = antagonists of human melanocortin 4 receptor (MC4R). 360,000 tested, 0.48% active. inhibition, % at 6.5 µM. P32245. AID 540295. MC4R-expressing cells, MTII-stimulated cAMP, LANCE TR-FRET;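 active = inhibition above its plate's cutoff, the mean of tested wells on that plate plus 3 SD, cut at about 29% in these data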;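 note: 0% = Melanotan II alone and 100% = Melanotan II plus saturating MCL0020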
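Material: U2OS-MC4R stable cell line | Reagent: Melanotan II challenge after compound preincubation | Doses: One concentration, 6.5 µM nominal | Incubation: 30-min compound preincubation, 1-h Melanotan II challenge, 1-h detection, room temperature | Signal: TR-FRET cAMP assay | Replicates: One well per compound, no replicates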
Glyco luc inh = N-linked glycosylation inhibition | 360,000 tested, 0.23% active | D54 ERlucT glycosylation luciferase reporter, 24 h; percent of 100 nM tunicamycin response | reporter increase, % at 12.5 µM | AID 588692;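 active = mean luciferase reporter signal, scaled so untreated is 0 and the glycosylation-blocking control 100, at or above a set limit in every replicate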;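 note: luciferase carries N-glycosylation sites so blocking glycosylation raises the light; 0% = median of neutral control wells and 100% = median of 100 nM tunicamycin wells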
Vif inh = inhibitors of HIV Vif; HEK293T cells, Vif self-association by quenched fluorescence, imaging, 24 h; inhibition, % at 7.49 µM; 340,000 tested, 0.35% active; AID 602346; in the data active = inhibition above about 50%, passing the limit was not always enough; note: some results filed as inactive read as strong as hits
Starred values were filed as active, the others as inactive; . = no result given.

1: COc1ccc(NC(=O)c2cc(-c3cc(OC)c(OC)c(OC)c3)nc3ccccc23)c(OC)c1
2: CC(C)Sc1nc(N2CCOCC2)c2c3c(sc2n1)COC(C)(C)C3
3: CC(C)c1cc(CN2CCOCC2)cc(C(C)C)c1O
4: C[C@@H]1CN(Cc2cn(C)nc2-c2cccc(Cl)c2)C[C@H](C)O1
5: O=C(Nc1ccc2c(c1)OCO2)c1ccc([N+](=O)[O-])cc1[N+](=O)[O-]
6: O=C(O)CCCC(=O)Nc1ccc(-n2ccc(C(F)(F)F)n2)cc1

| entry no. | 1 | 2 | 3 | 4 | 5 | 6 |
| --- | --- | --- | --- | --- | --- | --- |
| NOD2-RIPK2 inh | -6.7 | -17.3 | -5.8 | -6.9 | 1.2 | -10.6 |
| aDG glyco act | -0.2 | -0.1 | 0.7 | 0.2 | 0.0 | 0.0 |
| ABHD5-PLIN5 inh | 1.3 | -2.9 | 0.8 | 0.6 | 6.0 | 2.4 |
| MC4R ag barr | 1.5 | -1.9 | -2.3 | -1.6 | 1.5 | 3.9 |
| Exocytosis inh | 15.4 | -4.1 | -5.2 | -2.8 | 3.2 | -9.7 |
| ABCB6 inh 2 | 92.0 | 99.0 | 90.0 | 97.0 | 100.0 | 99.0 |
| TLR9-MyD88 block | 2.5 | -10.6 | 8.3 | 9.3 | -2.9 | 5.1 |
| MC4R antag cAMP | 18.0 | 1.5 | 8.6 | -0.6 | 18.2 | 2.3 |
| Glyco luc inh | -4.4 | -4.0 | -1.3 | 1.6 | 3.6 | 1.1 |
| Vif inh | 0.1 | -9.0 | -2.5 | 3.4 | -1.7 | 3.9 |

7: CCn1c(NCc2cc(Cl)ccc2O)nc2ccccc21
8: CCc1nnc(NC(=O)CN2C(=O)c3ccccc3C2=O)s1
9: O=C(NC1CCCCCC1)c1cc2c(=O)n3ccccc3nc2s1
10: Cc1nc(C)n(CC(C)C(=O)N2CCN(S(=O)(=O)c3ccc(Cl)cc3)CC2)n1 (configuration not stated)
11: CCOc1ccc2nc(SC3CC(=O)N(c4ccc(C)cc4)C3=O)sc2c1 (configuration not stated)
12: CCc1nc2ccccc2n1CC1CC1(Cl)Cl (configuration not stated)

| entry no. | 7 | 8 | 9 | 10 | 11 | 12 |
| --- | --- | --- | --- | --- | --- | --- |
| NOD2-RIPK2 inh | 45.8* | -1.8 | -5.1 | -6.4 | 2.2 | 0.4 |
| aDG glyco act | 0.0 | 0.0 | -0.1 | 0.1 | -0.3 | 0.1 |
| ABHD5-PLIN5 inh | -3.1 | 0.1 | -2.1 | 7.7 | -1.0 | -2.2 |
| MC4R ag barr | -0.9 | 0.5 | -1.6 | 2.6 | 0.1 | -1.0 |
| Exocytosis inh | -0.9 | -2.7 | 6.8 | -18.9 | 55.5* | 1.1 |
| ABCB6 inh 2 | 96.0 | 101.0 | 169.0 | 101.0 | 108.0 | 100.0 |
| TLR9-MyD88 block | -4.9 | 0.3 | -0.9 | -2.7 | -1.7 | -12.2 |
| MC4R antag cAMP | 8.2 | 4.5 | 24.7 | 2.3 | 1.1 | 16.0 |
| Glyco luc inh | -0.9 | 2.8 | 2.2 | 0.7 | 2.3 | 1.8 |
| Vif inh | . | 2.2 | -6.0 | 5.0 | 0.1 | 6.4 |

13: COC(=O)c1ccc(N2CCN(C)CC2)c(NC(=O)c2cccs2)c1
14: O=C(NCC(c1ccco1)N1CCOCC1)c1cccc(Cl)c1 (configuration not stated)
15: O=C(Cn1nnc2ccccc21)c1ccc([N+](=O)[O-])cc1
16: O=C(Nc1ccc2ccccc2c1)c1ccc(Cl)cc1Cl
17: COCCCNc1nc2c(c(=O)[nH]c(=O)n2C)n1CC(O)COc1ccccc1 (configuration not stated)
18: CC(=O)c1sc(NC(=O)c2c(F)cccc2F)nc1C

| entry no. | 13 | 14 | 15 | 16 | 17 | 18 |
| --- | --- | --- | --- | --- | --- | --- |
| NOD2-RIPK2 inh | -7.9 | -5.0 | -3.8 | 8.9 | -3.6 | 8.4 |
| aDG glyco act | 0.0 | 0.0 | 0.0 | 0.4 | 10.9* | -0.3 |
| ABHD5-PLIN5 inh | -4.1 | 1.3 | 7.8 | -2.8 | 3.2 | -5.8 |
| MC4R ag barr | 2.8 | 5.0 | 1.1 | 12.2* | -3.3 | -2.4 |
| Exocytosis inh | 6.1 | -4.2 | 1.4 | 11.0 | 4.1 | 1.0 |
| ABCB6 inh 2 | 97.0 | 99.0 | 99.0 | 103.0 | 102.0 | 105.0 |
| TLR9-MyD88 block | -0.4 | 5.4 | -52.8 | 4.2 | 1.1 | 5.0 |
| MC4R antag cAMP | 12.7 | 13.5 | -0.7 | 15.7 | 3.1 | 5.9 |
| Glyco luc inh | 3.2 | 0.1 | -0.7 | -13.8 | 1.5 | 3.8 |
| Vif inh | -2.8 | -1.6 | -7.0 | -3.7 | -12.5 | 4.2 |

Gathered by group, those above containing an aryl thioether with sulfur outside any ring
2: CC(C)Sc1nc(N2CCOCC2)c2c3c(sc2n1)COC(C)(C)C3
11: CCOc1ccc2nc(SC3CC(=O)N(c4ccc(C)cc4)C3=O)sc2c1 (configuration not stated)

| entry no. | 2 | 11 |
| --- | --- | --- |
| NOD2-RIPK2 inh | -17.3 | 2.2 |
| aDG glyco act | -0.1 | -0.3 |
| ABHD5-PLIN5 inh | -2.9 | -1.0 |
| MC4R ag barr | -1.9 | 0.1 |
| Exocytosis inh | -4.1 | 55.5* |
| ABCB6 inh 2 | 99.0 | 108.0 |
| TLR9-MyD88 block | -10.6 | -1.7 |
| MC4R antag cAMP | 1.5 | 1.1 |
| Glyco luc inh | -4.0 | 2.3 |
| Vif inh | -9.0 | 0.1 |

More structures follow:
Values run as follows: NOD2-RIPK2 inh, aDG glyco act, ABHD5-PLIN5 inh, MC4R ag barr, Exocytosis inh, ABCB6 inh 2, TLR9-MyD88 block, MC4R antag cAMP, Glyco luc inh, Vif inh
19) CC(C)N1CCN(CCCc2ccccc2)CC1CCO (configuration not stated)
 : 3.7, -0.1, 2.8, 0.1, 13.3, 102.0, -16.5, 1.6, 1.1, -4.5
20) O=C(N=NC(=O)c1ccc2c(O)n(CC3CCCO3)c(O)c2c1)c1cccnc1 (configuration not stated)
 : -13.1, -0.2, -6.4, -1.5, -5.5, 97.0, 0.4, 17.9, 0.4, -0.1
21) O=C(COC(=O)CCCN1C(=O)c2cccc3cccc(c23)C1=O)Nc1cccc(C(F)(F)F)c1
 : -2.4, 0.2, -2.8, -0.1, -2.5, 91.0, 4.3, 12.3, 3.5, 2.5
22) CCCCC[n+]1cccc2c3ccccc3ccc21
 : -2.3, -0.2, 1.7, -1.8, 0.1, 85.0, 5.2, 3.9, 4.3, 1.3
23) C(=N\Nc1ncnc2nc[nH]c12)/c1cccs1
 : 2.9, -0.1, 2.5, -1.3, 0.0, 100.0, 5.7, -8.9, 3.8, 13.2
24) CCN1C(=O)CC2CCCC1C2 (configuration not stated)
 : -2.4, 0.2, 2.0, 0.1, -2.0, 91.0, -4.5, 1.6, 2.2, 5.2
25) Clc1ccc2nc(C(Cl)(Cl)Cl)[nH]c2c1
 : -12.2, -0.1, 13.1, -1.0, 2.9, 96.0, 11.1, 6.0, -0.9, -4.7
26) CC(=O)Nc1cc(-c2ccccc2)ccc1O
 : 3.3, -0.2, -1.6, -0.6, 5.4, 92.0, -4.7, 5.0, 1.4, -2.5
27) CCCOc1ccc(/C=N/Nc2ccccc2[N+](=O)[O-])c(OCCC)c1
 : 0.8, -0.8, 2.1, -0.5, -1.2, 101.0, 12.7, 8.6, -1.5, -6.9
28) NC(=O)CSc1nnc(Cc2ccc3c(c2)OCO3)n1C1CCCCC1
 : 3.5, -0.1, 4.0, -0.6, -2.9, 104.0, 11.2, -2.8, 0.4, 7.5
29) COc1cccc(C(=O)NNC(=O)c2ccc3ccccc3c2O)c1
 : 1.4, 0.5, -6.8, -2.8, 8.3, 95.0, -8.3, -3.5, 3.2, -5.7
30) COC(=O)c1ccc(NC(=S)NC(=O)c2cc(-c3ccccc3)nc3ccccc23)cc1
 : -5.5, 0.1, 1.8, -5.2, -1.0, 96.0, 1.1, 1.8, 3.4, -15.0
31) N#C/C(=C\c1ccc(-c2ccccc2Cl)o1)C(=O)Nc1nc2ccccc2s1
 : 3.3, -0.2, -5.6, -1.9, -1.3, 94.0, 8.6, 8.6, 0.5, -0.9
32) N=c1sccn1CC(=O)NCc1ccc(Cl)cc1Cl
 : 3.5, 0.2, -2.2, -2.4, -0.5, 101.0, -16.4, -4.8, -1.2, 22.4
33) COC(=O)c1ccc(OC(=O)CCN2C(=O)C3CCCCC3C2=O)cc1 (configuration not stated)
 : 6.8, 0.0, 2.8, -0.5, 2.1, 106.0, -17.0, 10.2, 2.8, -7.0

Brought forward from above: 2 compounds, followed by the next part.
Values run as follows: NOD2-RIPK2 inh, aDG glyco act, ABHD5-PLIN5 inh, MC4R ag barr, Exocytosis inh, ABCB6 inh 2, TLR9-MyD88 block, MC4R antag cAMP, Glyco luc inh, Vif inh
32) N=c1sccn1CC(=O)NCc1ccc(Cl)cc1Cl
 : 3.5, 0.2, -2.2, -2.4, -0.5, 101.0, -16.4, -4.8, -1.2, 22.4
33) COC(=O)c1ccc(OC(=O)CCN2C(=O)C3CCCCC3C2=O)cc1 (configuration not stated)
 : 6.8, 0.0, 2.8, -0.5, 2.1, 106.0, -17.0, 10.2, 2.8, -7.0
34) COc1ccc(-c2noc(C3CCCN(C(=O)c4ccccc4OC)C3)n2)cc1 (configuration not stated)
 : -5.7, 0.5, 1.8, -2.0, 2.9, 100.0, -2.0, 2.1, -1.9, -24.0
35) O=C(O)c1cn(-c2ccc(N3CCCC3)c(F)c2)c2c(F)c(F)c(F)cc2c1=O
 : -10.8, -0.3, -1.4, -0.8, 0.9, 97.0, 13.7, 12.5, 0.6, -0.5
36) CC(=O)c1cccc(NC(=O)C2Cc3c(-c4ccco4)ccnc3O2)c1 (configuration not stated)
 : -0.9, 1.0, 2.7, -0.3, 0.3, 93.0, ., -5.5, -0.7, -15.1
37) COc1cc(NC(=O)Cc2cccc3ccccc23)c(C(=O)O)cc1OC
 : 1.1, 0.0, 3.4, -2.1, -1.4, 100.0, -4.5, 7.1, 1.8, -8.0
38) O=C(CCc1ccccc1)NCCc1nc2ccccc2[nH]1
 : 1.5, -0.5, 0.6, -0.8, 0.0, 101.0, 10.1, 5.2, 2.1, 1.6
39) Cc1ccc(NC(=O)c2ccccc2NC(=O)c2cccs2)cc1
 : -3.6, 0.0, -2.6, 4.5, -0.4, 96.0, -5.0, 7.1, -1.7, 3.4
40) O=C(COC(=O)COc1ccc(Cl)cc1)NCc1ccc2c(c1)OCO2
 : -2.1, -0.1, -5.1, -0.7, 4.7, 95.0, -2.1, 15.8, 2.3, -3.0
41) Cc1ccc(-c2c(C(=O)N/N=C/C3CC=CCC3)nnn2-c2nonc2N)cc1 (configuration not stated)
 : -3.6, 0.0, -5.8, -2.9, -0.3, 93.0, -4.5, 3.1, -1.6, 20.1
42) Cc1c(NC(=O)c2ccccc2NS(=O)(=O)c2ccc(F)cc2)c(=O)n(-c2ccccc2)n1C
 : -5.7, -0.1, -0.8, 1.8, -3.4, 96.0, 6.3, 5.2, -2.8, 2.3

Screens deposited in PubChem BioAssay by several laboratories.

An excerpt. The share of hits here may be higher or lower than overall.
